# From PubChem BioAssay
# GAA glycogen: inhibitors or activators of human alpha-glucosidase glycogen cleavage | 0.38% of 300,000 active | P10253 | AID 2100 | recombinant GAA, glycogen substrate, Amplex Red glucose oxidase fluorescence | Potency, µM (highest dose often 76.4 µM), for inactives: at the highest dose activity change, negative = inhibition, most hits filed as inhibitors; active means well fitted inhibition curve with a large enough effect; inconclusive means small, poorly fitted or top-dose-only effect, or another doubt; inactive means no such curve, though single readings can be large or run the other way;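 further: 0% = full enzyme reaction and -100% = no-enzyme basal signal; the screen sought inhibitors and activators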
#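 Recombinant enzyme (4 nM final) with compounds titrated up to 77 uM and bovine liver glycogen (30 ug) in citrate pH 5.0, 0.01% Tween-20, 37 C 40 min. Released glucose detected by Amplex Red/glucose oxidase (Ex 573/Em 610); AC50 from Hill fits.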
# Numbers without * were called inactive; ? = inconclusive; [ ] = dose if it differs, or a comment. Potency means the concentration at half of the fitted maximal effect.
compound	GAA glycogen
COc1ccc2c(C)c(CCC(=O)NCc3ccc(C)cc3)c(=O)oc2c1	?
CCCCNC(=O)CSc1nnc(Cc2ccc(Cl)c(Cl)c2)c(=O)[nH]1	-13%
CCN(Cc1ccccc1)C(=O)c1cc(S(=O)(=O)N2CCOCC2)cn1C	-6%[76.3 µM]
Cc1ccc(S(=O)(=O)NNC(=O)CCC(=O)Nc2ccccc2Cl)cc1	-2%[76.3 µM]
CCn1c(NCc2cc(OC)c(OC)c(OC)c2)nc2ccccc21	1%[76.3 µM]
CCc1ccc2oc(-c3ccc(C)c(NC(=O)Cc4ccccc4)c3)nc2c1	-1%[76.3 µM]
O=C(C1CCCN(S(=O)(=O)c2ccc(Br)s2)C1)N1CCN(c2cccc(Cl)c2)CC1 (stereo not given)	9%[76.3 µM]
Cc1ccc(NC(=O)CCS(=O)(=O)c2ccc(Br)s2)c(Br)c1	12%[76.3 µM]
CCC1Oc2ccccc2N(CC(=O)NCC2CCCO2)C1=O (stereo not given)	-1%[76.3 µM]
CCC1=NN2C(=N)/C(=C\c3ccc(OCCOc4ccccc4)c(OC)c3)C(=O)N=C2S1	-11%[3.05 µM]
Cc1cc(C)c(OCC(=O)Nc2ccc(N3CCOCC3)cc2)c(Br)c1	-4%[76.3 µM]
O=C(Nc1ccc(S(=O)(=O)Nc2ccccn2)cc1)c1cccc(Br)c1	5%[76.3 µM]
COc1cccc(CNC(=O)C2CCN(C(=O)c3sccc3-n3cccc3)CC2)c1	14%[76.3 µM]
Cc1ccccc1C(=O)Nc1ccc2oc(-c3ccc(Cl)c(Cl)c3)nc2c1	2%[76.3 µM]
COCCCNC(=O)CSc1nc2ccccc2c(=O)n1CCCN1CCCCC1	6%
CCN(CC)CCN(C(=O)c1cc(Cl)sc1Cl)c1nc2cc3c(cc2s1)OCO3	1%[76.3 µM]
O=C(CSc1ccc([N+](=O)[O-])cn1)Nc1nccs1	5%[76.3 µM]
COc1ccc(CC(NC(C)=O)C(=O)NC2CCN(C(=O)c3ccccc3F)CC2)cc1 (stereo not given)	?
CCc1ccc(/C=N/NC(=O)c2nnn(-c3nonc3N)c2C(C)C)cc1	-9%[76.3 µM]
Cc1cc(C(=O)NC2CCCc3c2cnn3-c2cccc(C)c2C)c(C)o1 (stereo not given)	0%[76.3 µM]
O=C(Nc1ccccc1C(=O)O)c1cc(S(=O)(=O)N2CCOCC2)c(Br)s1	-3%[76.3 µM]
CCS(=O)(=O)N1CCC(C(=O)Oc2ccccc2Br)CC1	-3%[76.3 µM]
Cc1cccc(NC(=O)C2CCN(S(=O)(=O)c3c(C)noc3/C=C/c3ccco3)CC2)c1	2%[76.3 µM]
O=C(NC(=S)Nc1cccc2c(O)cccc12)c1ccccc1[N+](=O)[O-]	10µM*
COc1ccc(N2CCN(C(=O)C3CCCN(S(=O)(=O)c4ccc(C)cc4)C3)CC2)cc1 (stereo not given)	-1%
CCOC(=O)c1c(NC(=O)Cc2coc3ccc(CC)cc23)sc2c1CCC2	12%[76.3 µM]
CC(OC(=O)Cc1n[nH]c(=O)c2ccccc12)C(=O)Nc1ccc(Cl)cn1 (stereo not given)	-3%[76.3 µM]
O=C(/C=C/c1ccc(F)cc1)NC(=S)Nc1ccccc1	2%
NC(=O)NC(=O)CN1C(=O)NC2(CCOc3ccccc32)C1=O (stereo not given)	0%
COc1cc(C=O)ccc1OCC(=O)Nc1ccccc1N1CCOCC1	-9%[76.3 µM]
Cc1nc2ccc(Br)cn2c1C(=O)N/N=C\c1ccccc1Cl	14%[76.3 µM]
O=C(Nc1nnc(C2=COCCO2)o1)c1cccc([N+](=O)[O-])c1	2%[76.3 µM]
C=CCN1CCN(C(=O)c2oc3ccccc3c2C)CC1	5%[76.3 µM]
Cc1cccc(C(=O)O/N=C(\N)c2ccccn2)c1	-3%
CCc1nnc(NC(=O)CCN2C(=O)/C(=C/c3cc(OC)c(OC)c(OC)c3)SC2=S)s1	5%
CCOc1cc(-c2nc3n(c(=O)c2C#N)CCS3)ccc1O	2%
COc1ccc(C(=O)N2CCC(C(=O)N3CCN(c4ccc(OC)cc4)CC3)CC2)cc1	2%
COc1ccc(-c2cc(C(F)(F)F)n3nc(C(=O)NCC45CC6CC(CC(C6)C4)C5)cc3n2)cc1	15%[76.3 µM]
O=C(O)c1ccc2c(c1)C(=O)N(CCc1c[nH]c3ccccc13)C2=O	0%
CCOC(=O)c1c(NC(=O)c2cc3ccccc3c(=O)o2)sc2c1CCC(C(C)(C)C)C2 (stereo not given)	-9%[76.3 µM]
Cc1ccc(C)c(NC(=O)C2CCN(c3cc(C)nc4c(-c5ccc(Cl)cc5)c(C)nn34)CC2)c1	-7%[76.3 µM]
O=c1c2ccccc2ncn1-c1ccc([N+](=O)[O-])cc1Cl	-1%[76.3 µM]
O=C(CCn1ccnc1)Nc1cc(Cl)ccc1O	1%
CCOc1cc(C(=O)N2CCC3(CC2)NCCc2[nH]cnc23)cc(OCC)c1OCC	-15%[76.3 µM]
CN[C@H]1CCc2cc(OC)c(OC)c(OC)c2-c2ccc(N(C)CC(OC)OC)c(=O)cc21	3%
CCCCN(CC)CCNC(=O)c1cc2c(=O)[nH]c3ccccc3c2s1	-19%
COc1ccc(CNCC(O)(c2ccccc2)c2ccc(F)cc2)cc1OC (stereo not given)	-3%
O=S(=O)(c1ccc(Br)cc1)c1nc(-c2ccccc2)oc1NCCN1CCOCC1	-23%[76.3 µM]
COC(CNC(=O)c1ccc(CS(=O)(=O)c2ccc(Br)cc2)o1)OC	5%
O=C(CN(C(=O)c1csnn1)c1ccc(Cl)cc1)NCc1ccc2c(c1)OCO2	-7%
CN(CC(=O)Nc1ccccc1Cl)C1CCCCC1	2%[76.3 µM]
COc1ccc(CCNC(=O)C(=O)Nc2ccccc2F)cc1	-8%[76.3 µM]
CCOc1ccc(CNC(=O)c2[nH]c3ccccc3c2Sc2ccc(C)cc2)cc1	-1%[76.3 µM]
Cc1cc(=O)[nH]c2ccc(S(=O)(=O)N3CCOCC3)cc12	-4%[76.3 µM]
CSCCC(NS(=O)(=O)c1ccccc1F)C(=O)N1CCCCCCC1 (stereo not given)	-1%[76.3 µM]
CN(C(=O)COC(=O)c1cccc(F)c1)c1ccccc1	-12%
O=S(=O)(Nc1ccc(F)cc1Cl)c1ccc(-c2cnc(C3CC3)o2)cc1	-13%[76.3 µM]
Cc1ccccc1OCc1n[nH]c(=S)n1-c1cccc(Cl)c1	5%[76.3 µM]
CCC(C(=O)N1CCOCC1)n1c2ccccc2c2nc(=O)cc(C)n21 (stereo not given)	-10%[76.3 µM]
Cc1ccc(NC(=O)CSc2nc3c(c(=O)[nH]2)CN(Cc2ccccc2)CC3)cc1Cl	-5%[76.3 µM]

# The list continues.
Molecule | GAA glycogen
CCOc1ccccc1NC(=O)CSc1nnc(CNC(=O)c2cccs2)o1 | 3%[76.3 µM]
CCc1ccc(-c2cc(C)no2)cc1S(=O)(=O)N1CCC(C)CC1 | -15%[76.3 µM]
COc1cc2c(cc1OC)C(c1ccc(F)cc1)N(c1cccc(C#N)c1)C(=O)C2 (stereo not given) | 16%[76.3 µM]
Cc1ccc(S(=O)(=O)NCCSc2nnnn2-c2ccc(Cl)c(C(=O)O)c2)cc1 | -2%[76.3 µM]
O=C1CSc2ccc(S(=O)(=O)NCc3ccccc3)cc2N1 | -9%[76.3 µM]
Cc1nc2cc(-c3ccccc3)nn2c(C)c1CCC(=O)Nc1ccc(F)cc1F | -3%[76.3 µM]
CCc1ccccc1NC(=O)C1CCN(c2nn3c(=O)cc(C)nc3s2)CC1 | -9%[76.3 µM]
Cc1cc(=O)[nH]c(N/N=C/c2ccc(-c3ccc([N+](=O)[O-])cc3)o2)n1 | -1%
CCOC(=O)CNC(=O)Cn1cnc2c(cnn2-c2ccc(C)cc2)c1=O | 5%[76.3 µM]
Cc1ccc(NS(=O)(=O)c2ccc(F)cc2)nc1 | -5%[76.3 µM]
Cc1ccc(S(=O)(=O)NN2C(=O)/C(=C\c3ccc(Cl)cc3)SC2=S)cc1 | 1%
CC(C)(C)OC(=O)[C@H](Cc1ccccc1)NC(=O)c1nc[nH]c1C(=O)NCC(=O)OCc1ccccc1 | 5%[76.3 µM]
COc1ccc(CCNC(=O)c2ccc3c(c2)N=C(C)c2ccccc2S3)cc1OC | -2%[76.3 µM]
COc1ccccc1N1CCN(/N=C/c2ccc(Cl)c([N+](=O)[O-])c2)CC1 | 1%[76.3 µM]
COc1ccc(NC(=S)N2CCC(C(=O)c3ccc(OC)cc3)CC2)cc1 | 0%[76.3 µM]
CN1C(=O)CSC1=Nc1cccc(C(=O)O)c1 | 0%[76.3 µM]

# With a hit mark in GAA glycogen, of those listed so far:
Molecule | GAA glycogen
O=C(NC(=S)Nc1cccc2c(O)cccc12)c1ccccc1[N+](=O)[O-] | 10µM*

# Other entries follow.
Molecule | GAA glycogen
O=C(Nc1ccc(Cl)cn1)c1ccc2nccnc2c1 | 2%[76.3 µM]
Cc1cc(=O)n2nc(N3CCCC(C(=O)NCc4ccccc4)C3)sc2n1 (stereo not given) | 9%[76.3 µM]
Cc1ccc(-c2nnc(Nc3ccc(OCC(N)=O)cc3)c3ccccc23)cc1S(=O)(=O)N(C)C | -5%[76.3 µM]
CCOc1ccccc1N(CC)C(=O)c1cc2c(=O)[nH]c3ccc(C)cc3c2s1 | -9%[76.3 µM]
CCc1ccccc1NC(=O)NC1CCCCCCC1 | 2%[76.3 µM]
COc1ccc(-c2cc(C)no2)cc1S(=O)(=O)N1CCCN(Cc2ccc(F)cc2)C1 | -6%[76.3 µM]
COc1cc(CN2CCC(CCC(=O)NC3CC3)CC2)cc(Cl)c1OC | 5%[76.3 µM]
COc1ccccc1NC(=O)c1ccc(C(=O)Nc2ccccc2OC)nc1 | -7%[76.3 µM]

# Of the compounds above, six have a furan ring, fused or not:
Molecule | GAA glycogen
Cc1cc(C(=O)NC2CCCc3c2cnn3-c2cccc(C)c2C)c(C)o1 (stereo not given) | 0%[76.3 µM]
Cc1cccc(NC(=O)C2CCN(S(=O)(=O)c3c(C)noc3/C=C/c3ccco3)CC2)c1 | 2%[76.3 µM]
CCOC(=O)c1c(NC(=O)Cc2coc3ccc(CC)cc23)sc2c1CCC2 | 12%[76.3 µM]
C=CCN1CCN(C(=O)c2oc3ccccc3c2C)CC1 | 5%[76.3 µM]
COC(CNC(=O)c1ccc(CS(=O)(=O)c2ccc(Br)cc2)o1)OC | 5%
Cc1cc(=O)[nH]c(N/N=C/c2ccc(-c3ccc([N+](=O)[O-])cc3)o2)n1 | -1%

# Later entries.
Molecule | GAA glycogen
C#CCSc1nc2sc3c(c2c(=O)n1Cc1ccccc1)CCCC3 | 15%[76.3 µM]
CCOC(=O)c1nc(Nc2ccc(C(=O)OCC(C)C)cc2)c2ccccc2n1 | -4%[76.3 µM]
O=C(O)CN1C(=O)/C(=C2\C(=O)N(Cc3ccccc3Cl)c3ccccc32)SC1=S | 8%
COc1cccc(CNC(=O)C2CCCN(S(=O)(=O)c3ccc4c(c3)C(C)(C)C(=O)N4C)C2)c1 (stereo not given) | 18%[76.3 µM]
CC(C)c1ccc(C(=O)NNC(=O)C2C3CCC(C3)C2C(=O)O)cc1 (stereo not given) | 6%[76.3 µM]
CCOc1ccccc1N(CC(=O)N1CCC(C(N)=O)CC1)S(=O)(=O)c1ccc(SC)cc1 | 4%[76.3 µM]
CCOC(=O)CNC1CC(=O)N(c2ccc(Br)cc2)C1=O (stereo not given) | 0%[76.3 µM]
CN(C)c1ccc(C2Nc3ccccc3C(=O)N2NS(C)(=O)=O)cc1 (stereo not given) | 7%
COc1ccc(OC)c(NC(=O)c2cnn(-c3ccccc3)c2C)c1 | -10%[76.3 µM]
Cc1cc2c(cc1C)-n1c(-c3ccccc3)c3c(=O)n(C)c(=O)n(C)c3c1C(c1ccco1)N2 (stereo not given) | 13%[76.3 µM]
CCCC(=O)Nc1cc2nn(-c3ccc(OC)cc3)nc2cc1C | 19%[76.3 µM]
O=C(COc1ccc2c(-c3ccccc3)cc(=O)oc2c1)N[C@H](Cc1c[nH]c2ccccc12)C(=O)O | -12%[76.3 µM]
CCCNC(=O)c1oc2ccc3c(c2c1C)C(O)CC(C)(C)O3 (stereo not given) | 1%
Cc1ccccc1NC(=O)c1cc2c([nH]c1=O)CC(C)(C)CC2=O | -1%[76.3 µM]
COc1cc(CCC(=O)Nc2sccc2C#N)cc(OC)c1OC | -2%[76.3 µM]
C#CCN1C(=O)S/C(=C\c2ccc(-c3ccc(Cl)c(C(=O)O)c3)o2)C1=O | 19%[76.3 µM]

# Gathered by group, the entries above with a tert-butyl group.
Molecule | GAA glycogen
CCOC(=O)c1c(NC(=O)c2cc3ccccc3c(=O)o2)sc2c1CCC(C(C)(C)C)C2 (stereo not given) | -9%[76.3 µM]
CC(C)(C)OC(=O)[C@H](Cc1ccccc1)NC(=O)c1nc[nH]c1C(=O)NCC(=O)OCc1ccccc1 | 5%[76.3 µM]

# (listing goes on)
Molecule | GAA glycogen
CCN1CCN(S(=O)(=O)c2ccc(Cl)c(C(=O)Nc3ccc(OC(F)F)cc3)c2)CC1 | 0%[76.3 µM]
CC[C@@]12C(=O)N(c3cccc(F)c3)C(=O)N1[C@H](c1cccc(C)c1)[C@@H]1C(=O)N(Cc3ccccc3)C(=O)[C@@H]12 | 17%[76.3 µM]
COc1ccc(Cc2nnc(NC(=O)c3ccccc3C)s2)cc1 | -10%[76.3 µM]
CC(NC(=O)C1CCC(CNS(=O)(=O)c2ccccc2)CC1)c1ccccc1 (stereo not given) | 1%
COc1ccc(-c2noc(-c3ccc(NCc4ccco4)c([N+](=O)[O-])c3)n2)cc1OC | -11%[76.3 µM]
O=C(NCc1cc([N+](=O)[O-])ccc1O)c1cccnc1Sc1ccccc1 | -12%[76.3 µM]
CCOc1cccc(/C=C/c2ccc3cccc(O)c3n2)c1O | 4%
COc1ccc(S(=O)(=O)N(CC(=O)NCc2ccncc2)c2ccc(C)cc2)cc1Br | 2%[76.3 µM]

# This is a subset. The share of hits here may be higher or lower than overall.
